KB-V1 MDR tox = KB-V1 MDR subline cytotoxicity; KB-V1 MDR cells viability, CellTiter-Glo, 72 h; Potency, µM (top dose mostly 46.1 µM), inactives show at the highest dose activity change, negative = cytotoxicity, actives largely listed as cytotoxic; 400,000 tested, 3.4% active; also: potency is read from the fitted curve at half-maximal effect; % is scaled to controls: 0 for no effect and ±100 for the full control effect; nearly all actives have a fitted effect of over 60% in size
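Luminescent ATP read-out (CellTiter-Glo, 10 min) measures survival of drug-selected KB-V1 MDR cells after 72 h, 37 degrees C compound exposure. Medium: phenol-red-free DMEM, 10% FBS. Values from fitted concentration-response curves.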
KB-3-1 cytotox = KB-3-1 parental cell cytotoxicity. KB-3-1 viability, CellTiter-Glo ATP luminescence, 72 h. Potency, µM (highest dose often 46.1 µM), inactives show at the highest dose activity change, negative = cytotoxic, usual class: cytotoxic. 400,000 tested, 1.4% active. AID 1347075; also: potency is read from the fitted curve at half-maximal effect; % is scaled to controls: 0 for no effect and ±100 for the full control effect; nearly all actives have a fitted effect of over 60% in size
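KB-3-1 parental drug-naive adenocarcinoma cells in DMEM/10% FBS, incubated 72 h at 37 C with pin-transferred compounds across a concentration series. Viability by CellTiter-Glo luminescence; concentration-response curves fitted after normalization.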
HT1080 IDH1KD tx = kills HT-1080 cells with IDH1 knockdown | AID 686971 | Potency, µM (doses to about 46.1 µM), for the others: top-dose activity, negative = toxicity, usual class: cytotoxic | HT-1080 IDH1 knockdown viability, ATP luminescence, 48 h | 360,000 tested, 2% active;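 also: potency is read from the fitted curve at half-maximal effect; 0% = DMSO wells and -100% = cell-free medium wells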
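Assay cells: HT-1080 with IDH1 knockdown, 750 per well, RPMI/5% FBS. Exposure: 48 h at 37 °C following 2 h pre-incubation. Read: CellTiter-Glo luminescence; fitted concentration-response, curve class assigned.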
WRN helicase inh = blocks human WRN helicase. Q14191. WRN helicase unwinding, fluorescent forked duplex, kinetic. Potency, µM (doses to about 114 µM), inactives show at the highest dose activity change, negative = inhibition, actives largely listed as inhibitors. 360,000 tested, 0.46% active; also: potency is read from the fitted curve at half-maximal effect; % is scaled to controls: 0 for no effect and ±100 for the full control effect; nearly all actives have a fitted effect of over 55% in size
Target sequence (Q14191 whole entry, looked up): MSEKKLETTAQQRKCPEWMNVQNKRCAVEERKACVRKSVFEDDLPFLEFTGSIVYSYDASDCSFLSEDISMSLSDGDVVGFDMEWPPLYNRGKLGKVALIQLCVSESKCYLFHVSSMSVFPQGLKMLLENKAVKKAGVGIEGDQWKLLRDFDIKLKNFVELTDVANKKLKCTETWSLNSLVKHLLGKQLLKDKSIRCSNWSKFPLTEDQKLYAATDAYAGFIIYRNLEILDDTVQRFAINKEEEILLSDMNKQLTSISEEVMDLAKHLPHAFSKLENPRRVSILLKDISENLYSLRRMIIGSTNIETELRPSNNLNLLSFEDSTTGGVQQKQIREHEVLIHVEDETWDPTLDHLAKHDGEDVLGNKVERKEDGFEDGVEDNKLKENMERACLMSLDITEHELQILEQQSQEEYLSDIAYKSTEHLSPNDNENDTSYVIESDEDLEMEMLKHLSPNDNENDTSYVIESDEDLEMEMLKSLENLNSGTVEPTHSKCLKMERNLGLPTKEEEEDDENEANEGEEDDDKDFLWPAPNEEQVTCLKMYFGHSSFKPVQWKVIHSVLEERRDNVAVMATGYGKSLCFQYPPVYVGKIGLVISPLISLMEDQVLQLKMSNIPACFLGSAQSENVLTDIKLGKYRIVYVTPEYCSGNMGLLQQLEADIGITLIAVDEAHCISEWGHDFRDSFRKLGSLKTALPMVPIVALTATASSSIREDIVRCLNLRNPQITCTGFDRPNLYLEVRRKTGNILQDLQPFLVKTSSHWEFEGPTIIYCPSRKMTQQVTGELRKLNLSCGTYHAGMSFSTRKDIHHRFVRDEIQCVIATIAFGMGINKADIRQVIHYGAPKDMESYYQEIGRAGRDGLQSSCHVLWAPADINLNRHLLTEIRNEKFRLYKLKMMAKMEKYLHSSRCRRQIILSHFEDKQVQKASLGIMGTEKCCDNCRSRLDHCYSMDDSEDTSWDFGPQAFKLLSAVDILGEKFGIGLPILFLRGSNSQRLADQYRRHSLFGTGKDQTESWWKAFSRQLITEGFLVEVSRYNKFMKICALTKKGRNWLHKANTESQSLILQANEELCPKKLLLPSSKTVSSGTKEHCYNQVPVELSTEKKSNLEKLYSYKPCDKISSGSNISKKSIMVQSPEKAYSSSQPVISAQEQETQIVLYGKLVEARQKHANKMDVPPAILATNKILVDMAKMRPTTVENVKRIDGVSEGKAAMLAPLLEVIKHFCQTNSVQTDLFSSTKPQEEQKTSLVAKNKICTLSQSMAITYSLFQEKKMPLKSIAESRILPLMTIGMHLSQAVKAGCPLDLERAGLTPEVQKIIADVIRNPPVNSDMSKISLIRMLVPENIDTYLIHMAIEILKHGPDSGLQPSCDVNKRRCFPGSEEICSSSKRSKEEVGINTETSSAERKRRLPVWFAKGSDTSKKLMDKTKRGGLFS
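Kinetic red-fluorescence monitoring (525/598 nm) tracks WRN helicase activity after 100 nM fluorophore-quencher forked duplex and 2 mM ATP are added to 20 nM enzyme pretreated 15 min at room temperature with compound.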
MCF10A rereplic = induces DNA re-replication in MCF 10a normal breast cells; MCF 10A DNA re-replication, Hoechst nuclear intensity, 48 h; Potency, µM (series often up to 46.1 µM), for the others: at the top dose activity, positive = re-replication, actives largely listed as activators; 350,000 tested, 2.9% active; also: potency is read from the fitted curve at half-maximal effect; % of control where 0% means no effect; nearly all actives have a fitted effect of over 50% in size
HT1080-NT tox = kills 2HG-producing HT-1080-NT fibrosarcoma cells. HT-1080-NT fibrosarcoma viability, CellTiter-Glo ATP luminescence, 48 h. Potency, µM (top dose mostly 46.1 µM), inactives show at the highest dose activity, negative = less viability, hits mostly cytotoxic. 360,000 tested, 1.6% active;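 also: NT is the 2HG producing partner of a matched IDH1 knockdown line; potency is read from the fitted curve at half-maximal effect; 0% = DMSO-treated cells and -100% = media-only wells without cells; nearly all actives have a fitted effect of over 55% in size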
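Fibrosarcoma NT cells, 750 per well in 5% FBS RPMI, were exposed to compound for 48 hours. Viability: CellTiter-Glo luminescence.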
IL1B secr inh = blocks inflammasome-driven IL-1 beta release | 360,000 tested, 4.7% active | THP-1 LPS/ATP IL-1B secretion, AlphaLISA, 16 h; active compounds read low | AID 743279 | activity change, % at 57.5 µM; in the data active = activity change below about -50%; inconclusive = mostly about -30% to -49%; also: % is scaled to controls: 0 for no effect and ±100 for the full control effect
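Secreted IL-1B measured by AlphaLISA bead assay after 16 h compound exposure of THP-1 cells; compounds (final up to 57.5 uM) added 1 h before LPS (250 ng/mL) and ATP (1.25 mM) stimulation; lower signal means less secretion.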
ATXN2 expr inh = reduces ATXN2 reporter expression in HEK-293 cells; HEK-293 ATXN2-luciferase reporter, luminescence, 24 h; Potency, µM (titrated, usually from 57 µM), without a hit: top-dose activity change, negative = inhibition, usual class: inhibitors; 360,000 tested, 0.72% active; also: potency is read from the fitted curve at half-maximal effect; % is scaled to controls: 0 for no effect and ±100 for the full control effect; nearly all actives have a fitted effect of over 55% in size
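ATXN2-luciferase reporter cells (luciferase flanked by upstream and downstream ATXN2 gene portions) were treated 24 h at 37 °C with compounds at up to 57 uM. SteadyGlo luminescence gave expression; GF-AFC fluorescence gave viability.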
SW480 rerep = inducers of DNA re-replication in SW480 colon cancer cells | SW480 DNA re-replication, Hoechst DNA content imaging, 48 h | Potency, µM (highest dose often 46.1 µM), without a hit: top-dose re-replication activation, hits mostly activators | 340,000 tested, 1.8% active; also: potency is read from the fitted curve at half-maximal effect; % of control where 0% means no effect; nearly all actives have a fitted effect of over 55% in size
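Cells (250 per well) received 23 nL compound or DMSO by pin tool and were kept 48 hr at 37 C, 5% CO2. Nuclei were then stained with Hoechst for 40 min and scanned for DNA content.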
Active calls of the source: *; ? = inconclusive; · = not tested or not shown; & = joins results of further samples; [ ] = dose if it differs, or a comment. Unless noted, calls follow the shape of the dose curve; as a rule, active = well fitted curve in the direction sought with a large enough effect; inconclusive = small, poorly fitted or top-dose-only effect, or another doubt; inactive = no such curve, though single readings can be large; an effect the other way counts as inactive or inconclusive.

cpd	SMILES	KB-V1 MDR tox	KB-3-1 cytotox	HT1080 IDH1KD tx	WRN helicase inh	MCF10A rereplic
1	CC(=O)Nc1ccc(NCc2cccs2)cc1	4%	7%	-1%	-15%	-15%
2	CC(C)(C)OC(=O)N(CCc1ccccc1)Cc1cccc(OCc2cccc(NC(=O)C3CCC3)c2)c1	3%	?	5%	-9%	?
3	COc1ccc(CCNC(=O)CCN2C(=O)c3cccc4cccc(c34)C2=O)cc1OC	-3%	28%	13%	9%	4%
4	Cc1cc(Cl)cc2sc(NC(=O)c3ccco3)nc12	10%	-4%	12%	2%	3%
5	C=CC[C@@H](CC(=O)N(CCO)Cc1ccccc1)C(=O)N[C@@H](COC(=O)[C@@H](CC=C)CC(=O)OC(C)(C)C)Cc1c[nH]c2ccccc12	-7%	?	?	-10%	?
6	CCc1c(C)nc2cc(-c3ccc(OC)c(OC)c3)nn2c1N1CCCC1	?	-11%&-12%	-21%	-19%	-1%
7	CC(=O)N1c2ccccc2CCc2ccc([N+](=O)[O-])cc21	-14%	-2%	6%	-5%	10%
8	COc1ccc(CCNC(=O)c2ccc(-c3cccc([N+](=O)[O-])c3)o2)cc1OC	-17%	-6%	-16%	?	?
9	COc1ccc(C(NC(=O)C2CCN(CCCc3ccccc3)CC2)c2cccs2)cc1 (centres undefined)	?	-22%	?	-4%[57.1 µM]	·
10	CNCCCNC(=O)c1ccc(/C=N/O)nc1	0%	-4%	-5%	-2%	1%
11	COc1ccc(/C(N)=N/OC(=O)c2cc(-c3ccccc3)nc3ccccc23)cc1	8%	13%	-9%	6%	7%
12	CC(C)N=C1NN=C(c2ccc(Cl)c(Cl)c2)CS1	-12%	?	-13%	-11%	?
13	Cc1cccc(C(=O)N2CCC(=O)N([C@H](COCc3ccccc3)Cc3ccccc3)CC2)c1	15%	-26%	-15%	5%	·
14	O=C(CSc1nc2[nH]ncc2c(=O)n1-c1ccccc1)c1ccc2c(c1)OCCO2	-20%	7%	-5%	5%	9%
15	O=C1CS/C(=N/N=C2CCCC2)N1	5%	7%	7%	0%	?

cpd	HT1080-NT tox	IL1B secr inh	ATXN2 expr inh	SW480 rerep
1	-8%	-15	26%	-6%
2	4%	-19	0%	20%[9.22 µM]
3	8%	-2	6%	11%
4	22%	17	68%[activator]	-2%
5	?	-62*	35µM*	3%
6	?	?	?	3%
7	4%	20	·	1%
8	-11%	-29	-22%[11.3 µM]	-12%
9	?	-24	-37%	·
10	-3%	-4	3%[11.3 µM]	15%
11	1%	-5	-10%	-7%
12	-2%	-74*	56%[activator]	?
13	-1%	9	-4%	·
14	-25%	-54*	-15%	-8%
15	-3%	8	-10%	0%

Some of these compounds in order of their number in WRN helicase inh, falling.
No.	SMILES	WRN helicase inh
3	COc1ccc(CCNC(=O)CCN2C(=O)c3cccc4cccc(c34)C2=O)cc1OC	9%
14	O=C(CSc1nc2[nH]ncc2c(=O)n1-c1ccccc1)c1ccc2c(c1)OCCO2	5%
15	O=C1CS/C(=N/N=C2CCCC2)N1	0%

(next part)
cpd	SMILES	KB-V1 MDR tox	KB-3-1 cytotox	HT1080 IDH1KD tx	WRN helicase inh	MCF10A rereplic
16	Cc1ccc(S(=O)(=O)NC(=NCc2ccccc2)c2ccc(F)cc2)cc1	1%	?	1%	-3%	0%
17	Cc1ccc(S(=O)(=O)NNC(=O)C2COc3ccccc3O2)cc1C (centres undefined)	17%	0%	7%	-1%	1%
18	O=C(CN1C(=O)NC2(CCCC2)C1=O)Nc1nc(-c2ccccc2)cs1	-5%	-7%	-2%	-15%	-5%
19	CCOC(=O)C1=C(C(=O)OCC)N(CC)CCC1=O	-25%	0%	-4%	-3%	?
20	Cc1ccc(N=C2NC(=O)C(CO)(CO)S2)cc1	?	20%	23%	-24%	-4%
21	O=C(Nc1ccc(C(=O)Oc2ccccc2)c(O)c1)c1ccco1	0%	0%	-5%	-15%	3%
22	COCCn1c(SCC(=O)N2CCCC2)nc2c([nH]c3ccccc32)c1=O	13%	-3%	3%	2%	-30%
23	O=C(COc1ccc(Cl)cc1Cl)N/N=C/C1CC=CCC1 (centres undefined)	16%	6%	-7%	1%	12%
24	COC(=O)c1ccccc1S(=O)(=O)N1CCC(C(=O)NCCC2=CCCCC2)CC1	?	-1%	7%	1%	-3%
25	CC(C)(C)C1CCC2(CC1)CC(=O)c1ccccc1O2 (centres undefined)	4%	1%	9%	9%	6%
26	CCc1cccc(NC(=S)Nc2ccc(CN3CCOCC3)cc2)c1	15%	-7%	3%	-16%	-4%
27	CC(=O)Oc1ccc(C(c2ccc(OC(C)=O)cc2)c2ccccn2)cc1	-1%	0%	?	0%	?
28	COc1cc(CNn2cn[nH]c2=S)cc(Cl)c1OCc1ccccc1	-12%	-8%	?	-6%	19%
29	COc1cccc(NC(=O)C2CCN(C(=O)[C@@H]3Cc4ccccc4CN3C(=O)OC(C)(C)C)CC2)c1	-7%	16%	-5%	-9%	-30%
30	CN(C)/C=N/c1nc2ccc3c(c2s1)CCCC3	?	3%	-25%	-13%	2%

cpd	HT1080-NT tox	IL1B secr inh	ATXN2 expr inh	SW480 rerep
16	0%	4	-6%	-5%
17	14%	10	·	-9%
18	-14%	25	-7%	-353%[inhibitor]
19	-7%	10	-7%	?
20	15%	-4	4%	3%
21	-6%	-14	62%[activator]	-13%
22	-7%	4	2%	4%
23	-2%	-14	12%	1%
24	12%[9.24 µM]	-11	-7%	-24%
25	15%	1	-2%	-1%
26	5%	15	3%	9%
27	?	-77*	5%&11%	-1%
28	?	17	-2%	-1%
29	-3%	12	-15%	7%
30	3%	14	78%[activator]	-6%

Among those listed so far, 2 have a thiophene ring, fused or not.
cpd	SMILES	KB-V1 MDR tox	KB-3-1 cytotox	HT1080 IDH1KD tx	WRN helicase inh	MCF10A rereplic
1	CC(=O)Nc1ccc(NCc2cccs2)cc1	4%	7%	-1%	-15%	-15%
9	COc1ccc(C(NC(=O)C2CCN(CCCc3ccccc3)CC2)c2cccs2)cc1 (centres undefined)	?	-22%	?	-4%[57.1 µM]	·

cpd	HT1080-NT tox	IL1B secr inh	ATXN2 expr inh	SW480 rerep
1	-8%	-15	26%	-6%
9	?	-24	-37%	·

Other compounds:
cpd	SMILES	KB-V1 MDR tox	KB-3-1 cytotox	HT1080 IDH1KD tx	WRN helicase inh	MCF10A rereplic
31	Cc1ccccc1-n1c(=O)/c(=C\c2ccco2)s/c1=C(/C#N)C(=O)Nc1ccccc1	-8%	-1%	3%	-13%	11%
32	CCn1c(SCC(=O)Nc2cc(C)on2)nc2c(c1=O)SCC2	1%	4%	6%	-15%	0%
33	Cn1c(-c2ccc(C=O)s2)nc2c3ccccc3c3ccccc3c21	?	?	-10%	-21%	10µM*
34	Cc1ccc[n+](/C(=C\C(=C=[N-])C#N)C(=O)c2ccc(Cl)cc2)c1	0%	11%	-14%	-1%	-2%
35	O=C(NCc1cccs1)c1ccc(N2CCCCC2)nc1	4%	26%	9%	-2%	2%
36	CCOc1ccccc1NC(=O)CN1CCN(C(=O)C2CCCO2)CC1 (centres undefined)	2%	4%	3%	2%	-30%
37	COc1ccccc1CNc1ncc(-c2ccc(F)cc2)n1C	-7%	-11%	-7%	-1%	1%
38	C(=N\n1c2ccccc2c2ccccc21)/c1ccccc1	-3%	9%	-5%	-2%	1%
39	O=C(O)/C=C/C(=O)Nc1ccc(C2(c3ccc(NC(=O)/C=C/C(=O)O)cc3)c3ccccc3-c3ccccc32)cc1	-7%	0%	-12%	-16%[11.6 µM]	-1%
40	O=C(Cn1c2[n+](c3ccc(C(F)(F)F)cc31)CCCCC2)Nc1ccccc1	4%	-2%	-1%	1%	8%
41	Cc1ccccc1OCCN1C(=O)C(=O)c2cccc(C)c21	?	-9%	-9%	-4%	?
42	CCCCc1nc2cc(C(=O)N3CCN(c4cnccn4)CC3)ccc2o1	6%	4%	-3%	8%	0%
43	Cc1nc(C(F)(F)F)c(C(=O)N=CN(C)C)s1	2%	2%	12%	2%	-3%
44	CSc1ncccc1C(=O)OCC(=O)Nc1ccc(S(=O)(=O)N2CCCC2)cc1	2%	3%	4%	?	-1%

cpd	HT1080-NT tox	IL1B secr inh	ATXN2 expr inh	SW480 rerep
31	3%	43	-18%	4%
32	5%	0	-5%	0%
33	-4%	21	-8%	?
34	-4%	7	2%	0%
35	-3%	14	60%[activator]	-1%
36	8%	0	10%	-4%
37	-13%	-18	-18%	-40%[inhibitor]
38	5%	7	-13%	-7%
39	-7%	-11	·	4%
40	0%	-13	0%	-12%
41	0%	-13	-7%	?
42	-20%	-17	6%	3%
43	11%	-3	-29%	10%
44	-5%	12	1%	-5%
